Pax4 mRNA alpha TC1 = Pax4 mRNA upregulation in alpha cells – RT-PCR, mouse alpha TC1 cells, single point, primary screen (AID 1053180); mouse alpha TC1 cells, Pax4 mRNA qPCR, 6 days; hits give high values; 100% = Pax4 plasmid added at qPCR; activation, % at 10 µM; 9,600 tested, 0.2% active;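 active means highest normalized replicate activity of 15 or more, or at least half the replicates reach 15 or more; inactive means neither condition met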;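 further: pax4 Ct normalized to GAPDH with activation seen as lower delta delta Ct; plate controls were plate neutral control wells for no effect and Pax4 plasmid positive control for full effect; each compound tested in two replicate wells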
YAP1 CTGF inhibition = reduction of CTGF mRNA in DLD1 cells – DLD1 colon cancer cells, RT-qPCR, single point, primary screen (AID 743449) | DLD1 CTGF mRNA qPCR, 24 h; hits give high values | inhibition, % at 12.5 µM | 9,900 tested, 0.9% active;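 active means mean normalized replicate activity at least 50 and at least half of replicates each reaching 50; inconclusive means only one of the two criteria met; inactive means neither criterion met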;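 further: 0% = neutral control wells and 100% = dasatinib control wells; higher means stronger suppression of CTGF expression like dasatinib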
Starred values were filed as active, the others as inactive; i = inactive; ? = inconclusive; / = not tested or not shown; & = joins results of further samples.

SMILES	Pax4 mRNA alpha TC1	YAP1 CTGF inhibition
CCCNC(=O)C[C@H]1CC[C@@H]2[C@@H](COc3ccc(NC(=O)CC)cc3C(=O)N2C)O1	0.0	-35
COc1ccc(S(=O)(=O)N(C)C[C@H]2Oc3ccc(NC(=O)Cc4cn(C)c5ccccc45)cc3C(=O)N([C@@H](C)CO)C[C@H]2C)cc1	0.1	-21
C[C@H](CO)N1C[C@H](C)[C@H](CN(C)C(=O)Nc2ccc(C(F)(F)F)cc2)Oc2ccc(NC(=O)C3CCCCC3)cc2C1=O	0.1	-16
COc1ccc(CN2CC3(CN(C(=O)Cc4ccccc4)C3)c3c([nH]c4cc(OC)ccc34)[C@H]2CO)cc1	0.7	-10
CO[C@H](CN(C)CC1CCOCC1)[C@H](C)CN(C(=O)Nc1ccc(F)cc1)[C@H](C)CO	0.1	-16
CCCNC(=O)N1CC(=O)N2[C@H](CO)[C@@H](c3ccc(C#Cc4cccc(OC)c4)cc3)[C@@H]2C1	0.0	-7
C[C@H]1CN([C@@H](C)CO)C(=O)CCCn2nncc2CO[C@@H]1CN(C)C(=O)CCC(F)(F)F	0.0	-35
C[C@@H]1CN([C@@H](C)CO)C(=O)CCCn2cc(nn2)CO[C@H]1CN(C)S(=O)(=O)c1cccc(C#N)c1	0.0	-34
N#C[C@H]1N[C@H](CO)[C@H]1c1ccc(-c2cccc(F)c2)cc1	0.0	8
CO[C@@H](CN(C)C(=O)Nc1ccc(Cl)cc1)[C@@H](C)CN(Cc1ccccc1Cl)[C@H](C)CO	0.0	18
COc1ccc(-c2ccc([C@H]3[C@H](CO)N4C(=O)CN(Cc5ccccc5)C[C@@H]34)cc2)cc1	0.0	-10
CS(=O)(=O)N1[C@@H](C#N)[C@@H](c2ccccc2-c2ccccc2F)[C@@H]1CO	0.0	-3
COc1cccc(S(=O)(=O)N2CC[C@H]3[C@H](CO)Nc4ccc(C#Cc5cccnc5)cc4[C@H]32)c1	0.0	?
CN1c2ccc(Br)cc2[C@@H]2[C@@H](CCN2S(=O)(=O)c2ccccc2F)[C@H]1CO	0.0	2
CC(C)C[C@H]1COCc2cn(nn2)CC[C@@H](C)C(=O)N1	0.0	-34
COc1ccc(C[C@@H]2CCn3cc(nn3)COCCCNC2=O)cc1	0.1	-27
CN1C[C@H](O)COC[C@H]2O[C@@H](CC(=O)NC3CCCC3)CC[C@@H]21	0.0	-20
CN1CCN(C(=O)C[C@H]2CC[C@@H]3[C@H](COc4ccc(NC(=O)c5cccs5)cc4C(=O)N3C)O2)CC1	0.0	-8
CNC[C@@H]1OCc2ccccc2-c2ccccc2C(=O)N([C@H](C)CO)C[C@@H]1C	0.0	-20
CO[C@H]1CN(C)C(=O)c2cc(NC(=O)c3cnccn3)ccc2OC[C@@H](C)NC[C@@H]1C	0.0	-22
COCC(=O)N1CC2(C1)CN(Cc1cccc(F)c1)[C@@H](CO)c1c2c2ccc(OC)cc2n1C	0.0	4
CN1c2ccc(Br)cc2[C@@H]2[C@@H](CCN2C(=O)c2ccc(F)cc2)[C@H]1CO	0.0	7
Cc1ccc(S(=O)(=O)N[C@H]2CC[C@H](CC(=O)NCc3ccncn3)O[C@@H]2CO)cc1	0.0	?
OC[C@@H]1[C@@H](c2ccc(C#Cc3ccccc3F)cc2)[C@H]2CN(CC3CCOCC3)CCCCN12	0.0	-4
O=C(CN1CCOCC1)N1[C@H](CO)[C@@H]2c3ccccc3NC[C@@H]21	0.0	-21
CCS(=O)(=O)N1Cc2cc(C(=O)NCC3CC3)nc(-c3cccc(-c4cccnc4)c3)c2[C@H]1CCO	0.0	6
C[C@@H]1CCCCO[C@H](CN(C)S(=O)(=O)c2cn(C)cn2)[C@@H](C)CN([C@H](C)CO)C(=O)c2cc(NC(=O)Nc3cccc4ccccc34)ccc2O1	0.0	-2
COc1ccc(-c2ccc(C3[C@@H]4CN(S(=O)(=O)c5ccccc5C)C[C@H]3N4)cc2)cc1 (some centres undefined)	0.0&0.4	-38&-122
CN1c2ccc(-c3ccccc3)cc2[C@H]2[C@H](CCN2C(=O)CC2CC2)[C@@H]1CO	0.0	28
COCCNC[C@@H]1[C@@H](c2ccccc2)[C@@H](CO)N1c1nc(C)c(C)s1	0.0	1
COc1ccc(C[C@@H]2CCn3cc(nn3)COC[C@H](C)NC2=O)cc1	0.0	19
CCCC(=O)N1CC2(CN(Cc3nccs3)C2)c2c([nH]c3cc(OC)ccc23)[C@H]1CO	0.0	-39
O=C(c1ccc(F)cc1)N1CC(=O)N2[C@H](CO)[C@@H](c3ccc(C#CCC4CCCC4)cc3)[C@H]2C1	0.1	-45
COc1ccc(S(=O)(=O)Nc2ccc3c(c2)C(=O)N([C@H](C)CO)C[C@H](C)[C@@H](CN(C)S(=O)(=O)c2ccc(Cl)cc2)OCCCC[C@H](C)O3)cc1	0.5	-9
Cc1noc(C)c1S(=O)(=O)N(C)C[C@@H]1OCc2ccccc2-c2c(n(C)c3ccccc23)C(=O)N([C@@H](C)CO)C[C@@H]1C	0.0	24
COCC(=O)N1CC[C@@H]2[C@@H](CO)N(C)c3ccc(-c4cccc(F)c4)cc3[C@@H]21	0.0	-6
CC(=O)N1Cc2cc(C(=O)NCC(F)(F)F)nc(-c3cccc(-c4cccnc4)c3)c2[C@@H]1CCO	0.1	i
O=C(c1cccc(F)c1)N1CC(=O)N2[C@H](CO)[C@H](c3ccc(C4=CCCCC4)cc3)[C@@H]2C1	0.0	16
N#C[C@@H]1[C@@H](c2ccccc2C2=CCCCC2)[C@H](CO)N1S(=O)(=O)c1ccccc1	0.1	-5
CS(=O)(=O)N1C[C@@H](O)COC[C@@H]2O[C@H](CC(=O)NCc3ccccc3)CC[C@H]21	0.0	-4
CNC[C@@H]1OCCCC[C@H](C)Oc2ccc(NS(=O)(=O)c3ccc(F)cc3)cc2C(=O)N([C@@H](C)CO)C[C@H]1C	0.0	-5
O=C(C1CCC1)N1C[C@@H]2[C@H](c3ccccc31)[C@H](CO)N2Cc1ccccc1	0.0	-13
Cc1noc(C)c1NC(=O)Nc1ccc2c(c1)C(=O)N([C@@H](C)CO)C[C@H](C)[C@H](CN(C)S(=O)(=O)c1ccc(F)cc1)O2	0.0	-14
CO[C@@H]1CN(C)C(=O)c2ccc(NS(=O)(=O)c3ccc(C)cc3)cc2OC[C@H](C)N(C)C[C@@H]1C	0.0	-16
CCN(C[C@H]1[C@@H](c2ccccc2)[C@H](CO)N1C(=O)COC)S(C)(=O)=O	0.0	-19

An excerpt from above in order of SMILES length, lowest first.
SMILES	Pax4 mRNA alpha TC1	YAP1 CTGF inhibition
COc1ccc(C[C@@H]2CCn3cc(nn3)COC[C@H](C)NC2=O)cc1	0.0	19
CCN(C[C@H]1[C@@H](c2ccccc2)[C@H](CO)N1C(=O)COC)S(C)(=O)=O	0.0	-19
CCCC(=O)N1CC2(CN(Cc3nccs3)C2)c2c([nH]c3cc(OC)ccc23)[C@H]1CO	0.0	-39
COCC(=O)N1CC[C@@H]2[C@@H](CO)N(C)c3ccc(-c4cccc(F)c4)cc3[C@@H]21	0.0	-6
CS(=O)(=O)N1C[C@@H](O)COC[C@@H]2O[C@H](CC(=O)NCc3ccccc3)CC[C@H]21	0.0	-4
CC(=O)N1Cc2cc(C(=O)NCC(F)(F)F)nc(-c3cccc(-c4cccnc4)c3)c2[C@@H]1CCO	0.1	i
O=C(c1cccc(F)c1)N1CC(=O)N2[C@H](CO)[C@H](c3ccc(C4=CCCCC4)cc3)[C@@H]2C1	0.0	16
CNC[C@@H]1OCCCC[C@H](C)Oc2ccc(NS(=O)(=O)c3ccc(F)cc3)cc2C(=O)N([C@@H](C)CO)C[C@H]1C	0.0	-5
Cc1noc(C)c1S(=O)(=O)N(C)C[C@@H]1OCc2ccccc2-c2c(n(C)c3ccccc23)C(=O)N([C@@H](C)CO)C[C@@H]1C	0.0	24
COc1ccc(S(=O)(=O)Nc2ccc3c(c2)C(=O)N([C@H](C)CO)C[C@H](C)[C@@H](CN(C)S(=O)(=O)c2ccc(Cl)cc2)OCCCC[C@H](C)O3)cc1	0.5	-9

The list goes on:
SMILES	Pax4 mRNA alpha TC1	YAP1 CTGF inhibition
C[C@@H]1CN([C@H](C)CO)C(=O)c2ccccc2-c2ccccc2CO[C@H]1CN(C)C(=O)Nc1ccc(-c2ccccc2)cc1	0.5	33
N#C[C@@H]1[C@H](c2ccccc2-c2cccc(F)c2)[C@H](CO)N1C(=O)C1CC1	0.0	-14
O=C(C[C@H]1CC[C@@H]2NC[C@H](O)COC[C@H]2O1)NC1Cc2ccccc2C1	0.1	3
COc1cccc(C(=O)Nc2ccc3c(c2)OC[C@@H](C)N(CCc2ccccc2)C[C@@H](C)[C@H](OC)CN(C)C3=O)c1	0.0	10
COc1ccc(-c2ccc([C@H]3[C@H](C#N)N(C(=O)NC(C)C)[C@H]3CO)cc2)cc1	0.0	4
COCCNC(=O)C[C@@H]1CC[C@H]2[C@H](COc3ccc(NS(=O)(=O)c4ccc(Cl)cc4)cc3C(=O)N2C)O1	0.0	-23
CC(C)CC#Cc1ccc([C@@H]2[C@H]3CN(C(=O)Nc4ccccc4)CCCCN3[C@H]2CO)cc1	0.5	35
CCCNC(=O)C[C@@H]1CC[C@@H]2[C@H](COC[C@H](O)CN2C(=O)c2ccc(F)cc2)O1	0.0	29
COC(=O)[C@@H]1[C@@H](CO)[C@@H]2Cn3c(ccc(-c4ccccc4OC)c3=O)[C@@H]2N1C(=O)c1cnccn1	0.0	0
N#C[C@H]1[C@@H](c2ccc(C3=CCCC3)cc2)[C@@H](CO)N1C(=O)c1ccccn1	0.0	19
O=C(C[C@H]1CC[C@@H]2NC[C@@H](O)COC[C@H]2O1)NCc1ccc2c(c1)OCO2	0.0	-13
O=C1CN(S(=O)(=O)Cc2ccccc2)C[C@H]2[C@H](c3ccc(C#Cc4ccccc4)cc3)[C@@H](CO)N12	0.0	-18
C[C@@H]1CC(=O)NCC/C=C\C[C@@H](c2ccc3c(c2)OCO3)NC1=O	0.0	6
O=C(C[C@@H]1CC[C@@H](NS(=O)(=O)c2ccccc2F)[C@@H](CO)O1)NCCCN1CCOCC1	0.0	-30
C/C=C/c1ccc([C@H]2[C@@H](CO)N(C(=O)CC)[C@@H]2CN(C(=O)C2CC2)C(C)C)cc1	0.0	12
N#C[C@H]1[C@H](c2ccccc2C2=CCCCC2)[C@H](CO)N1C(=O)CN1CCOCC1	0.0	15
CC(C)[C@@H]1CC=CC[C@H](C)Oc2ccccc2C(=O)N(C)[C@H](C(C)C)C(=O)N1 (mixture of isomers)	0.3	9
N#C[C@H]1[C@@H](c2ccccc2C2=CCCC2)[C@@H](CO)N1C(=O)Cc1ccncc1	0.0	-6
COc1ccccc1NC(=O)N1CCCCN2[C@@H](CO)[C@H](c3ccc(-c4cccc(C#N)c4)cc3)[C@@H]2C1	0.0	75*
CO[C@@H](CN(C)S(=O)(=O)c1cn(C)cn1)[C@@H](C)CN(C(=O)Nc1ccc(C(F)(F)F)cc1)[C@@H](C)CO	0.0	10
C/C=C/c1ccc2c(c1)[C@@H]1[C@@H](CCN1C(=O)C1CCCC1)[C@H](CO)N2	0.0	28
CN(C)C(=O)c1ccc(-c2ccc3c(c2)[C@@H]2[C@@H](CCN2C(=O)C2CCCC2)[C@H](CO)N3C)cc1	0.0	17
C[C@@H]1CCCCO[C@@H](CN(C)C(=O)c2ccncc2)[C@@H](C)CN([C@H](C)CO)C(=O)c2cc(NS(=O)(=O)c3cccs3)ccc2O1	0.0	-29
CC(C)COC(=O)N(C)C[C@@H]1OCc2ccccc2-c2ccccc2C(=O)N([C@H](C)CO)C[C@@H]1C	0.0	?
CO[C@@H]1CN(C)C(=O)c2cc(NC(=O)c3nc4ccccc4s3)ccc2OC[C@H](C)NC[C@H]1C	0.0	18
O=C(C[C@@H]1C[C@H]2c3cc(NC(=O)c4ccc5c(c4)OCO5)ccc3O[C@H]2[C@@H](CO)O1)NCc1ccc(Oc2ccccc2)cc1	0.0	-5
C[C@@H]1CCCCO[C@@H](CN(C)C(=O)CCCN(C)C)[C@H](C)CN([C@@H](C)CO)C(=O)c2cc(NS(=O)(=O)c3ccc(Cl)cc3)ccc2O1	0.0	-9
Cc1noc(C)c1S(=O)(=O)N(C)C[C@H]1OCCCC[C@@H](C)Oc2ccc(NC(=O)CCC(F)(F)F)cc2C(=O)N([C@@H](C)CO)C[C@@H]1C	0.0	-14
CN1C(=O)c2cc(NC(=O)Cc3cccs3)ccc2OC[C@@H]2O[C@H](CC(=O)NCc3ccc(-c4ccccc4)cc3)CC[C@H]21	0.0	22
C=C(C)C[C@@H]1CCn2nncc2COCCNC1=O	0.0	-5
CO[C@H]1CC[C@@H]2CCOc3c(C#N)cccc3C(=O)N(C)C[C@@H](OC)[C@H](C)C(=O)N(C)C[C@@H]1O2	0.0	0
C[C@H](CO)N1C[C@H](C)[C@H](CN(C)Cc2cccnc2)OCc2ccccc2-c2ccccc2C1=O	0.1	i
CCC(=O)N1[C@H](CO)[C@H](c2ccccc2-c2ccccc2)[C@@H]1C#N	0.0	5
O=C(C[C@@H]1C[C@H]2c3cc(NS(=O)(=O)c4ccc(F)cc4)ccc3O[C@H]2[C@H](CO)O1)NCCN1CCCCC1	0.0	-12
CN1C[C@@H]2[C@H](c3ccccc31)[C@H](CO)N2Cc1ccccc1Cl	0.0	-31
CCN(C[C@H]1N[C@@H](CO)[C@@H]1c1ccccc1)C(=O)c1ccncc1	0.0	1
COCC(=O)N1CC2(C1)[C@H](c1ccc(-c3ccc(C)cc3)cc1)[C@@H](CO)N2C(C)=O	/	26
O=C(Nc1cc(F)ccc1F)N1CCCCN2[C@@H](CO)[C@@H](c3ccc(C4=CCCCC4)cc3)[C@@H]2C1	0.1	-29

Source: PubChem BioAssay (Broad Institute)

These rows are one share of the data; rates above refer to the full screens.
